# ssDAF12 agonist – S. stercoralis DAF-12 activation, primary screen; HEK293 ssDAF-12/GRIP1 lit1-tk-luc reporter, luminescence; % of 3 µM dafachronic acid response; activation, % at 6.8 µM; 370,000 tested, 1% active; AID 652126;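 active = activation above the mean over all tested compounds plus 3 SD, cut at about 0.9% in these data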;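 also: 0% = DMSO-only wells and 100% = 3 µM delta7-dafachronic acid wells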
# HGIII-sPLA2 inh – Blocks human group III sPLA2 activity; 370,000 tested, 0.56% active; QFRET BODIPY PC-A2 liposome hydrolysis, fluorescence; Q9NZ20; inhibition, % at 12.2 µM;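 active = inhibition above mean plus 3 SD of compounds lying within the high and low control bounds, cut at about 19% in these data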;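 also: 0% = median of test compound wells and 100% = no enzyme DMSO wells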
# DAX1 inh-1 – DAX1 (NR0B1) inhibition, primary screen; HEK293T StAR-luciferase reporter, SF-1/DAX-1 repression relief; inhibition, % at 6.8 µM; 370,000 tested, 1.1% active; AID 652010;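 active = inhibition above the mean over all tested compounds plus 3 SD, cut at about 3.6% in these data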;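 also: 0% = DAX-1 cells with DMSO and 100% = cells lacking DAX-1 with DMSO; higher inhibition means more luminescence from relief of DAX-1 repression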
# FXN GAA850 act – increases GAA850 frataxin promoter reporter activity; 360,000 tested, 0.56% active; HEK293 lucGAA850 FXN promoter luciferase reporter, 24 h; percent of 10 µM SAHA response; activation, % at 6 µM; AID 540364;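 active = activation above the average of all compounds screened plus 3 SD, cutoff fixed separately per campaign, cut at about 7.5% in these data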;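 also: 0% = DMSO wells and 100% = 10 µM SAHA wells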
# PLCb3 inh – PLC-beta3 (human) inhibition, primary screen. Purified PLC-beta3, fluorogenic substrate, fluorescence. 370,000 tested, 0.18% active. inhibition, % at 12.2 µM; in the data active = inhibition above about 11%;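 also: 0% = median of compound wells on plate and 100% = full blocker control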
# hgDAF12 agonist – activates the H. glycines DAF-12 receptor ligand-binding domain | 370,000 tested, 1.8% active | activation, % at 6.8 µM | HEK293 GAL4-hgDAF12 UAS-luciferase reporter, agonist luminescence; normalized to butyrate control;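 active = activation above a cutoff set at the mean of all screened compounds plus 3 SD, cut at about 10% in these data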;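 also: 0% = DMSO wells and 100% = sodium butyrate wells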
# DAX1 inh-2 – NR0B1 (DAX1) inhibition; 340,000 tested, 0.99% active; inhibition, % at 6.75 µM; HEK293 Gal4-DAX1 luciferase reporter, luminescence; P51843; AID 504766;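 active = inhibition above the mean over all tested compounds plus 3 SD, cut at about 4.2% in these data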;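 also: 0% = DAX1-transfected cells with DMSO and 100% = empty-vector control cells with DMSO; inhibition shows as a rise in luminescence from relieved DAX1 repression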
# Target sequence (P51843 207-470 limits assumed): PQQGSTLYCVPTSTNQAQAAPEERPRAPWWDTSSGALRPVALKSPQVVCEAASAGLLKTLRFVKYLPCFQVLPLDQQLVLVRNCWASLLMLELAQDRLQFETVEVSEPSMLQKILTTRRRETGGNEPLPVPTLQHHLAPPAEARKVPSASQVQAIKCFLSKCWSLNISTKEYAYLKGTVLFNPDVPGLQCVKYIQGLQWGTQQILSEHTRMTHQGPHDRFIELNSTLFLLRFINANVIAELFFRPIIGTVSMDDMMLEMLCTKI
# ADAM10 inh – ADAM10 inhibition, QFRET primary screen; O14672; recombinant ADAM10, EDANS/DABCYL FRET peptide cleavage, 3 h; inhibition, % at 7 µM; 370,000 tested, 0.62% active; AID 720582;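 active = inhibition above a per-campaign cutoff equal to the mean of compounds falling between control-based bounds plus 3 SD, cut at about 20% in these data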;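 also: 0% = DMSO wells while the 100% control is not disclosed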
# Target sequence (O14672 214-748 limits assumed): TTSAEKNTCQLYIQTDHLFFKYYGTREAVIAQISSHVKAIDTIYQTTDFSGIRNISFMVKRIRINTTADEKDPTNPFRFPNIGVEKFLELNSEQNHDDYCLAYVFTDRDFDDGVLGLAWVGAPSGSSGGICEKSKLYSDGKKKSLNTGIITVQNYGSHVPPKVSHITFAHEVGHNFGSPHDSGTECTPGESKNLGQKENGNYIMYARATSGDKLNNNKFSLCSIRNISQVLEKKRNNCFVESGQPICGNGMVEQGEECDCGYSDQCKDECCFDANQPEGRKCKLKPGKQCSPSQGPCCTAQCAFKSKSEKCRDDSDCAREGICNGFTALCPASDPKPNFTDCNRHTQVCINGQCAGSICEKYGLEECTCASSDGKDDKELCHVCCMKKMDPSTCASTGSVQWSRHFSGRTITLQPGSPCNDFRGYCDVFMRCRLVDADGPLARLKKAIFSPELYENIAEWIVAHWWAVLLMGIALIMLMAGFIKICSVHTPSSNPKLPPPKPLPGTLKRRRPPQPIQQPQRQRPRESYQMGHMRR
# PLCg1 inh – inhibitors of human phospholipase C gamma1; purified PLC-gamma1, fluorogenic substrate, fluorescence; inhibition, % at 12.2 µM; 370,000 tested, 0.84% active; AID 720700; in the data active = inhibition above about 9.5%
# ADAM17 inh – inhibits human ADAM17; 370,000 tested, 0.83% active; recombinant ADAM17, EDANS/DABCYL FRET peptide cleavage; AID 720648; inhibition, % at 6.95 µM;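 active = inhibition above the mean of compounds lying between control limits plus 3 SD, set per campaign, cut at about 8.5% in these data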;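 also: 0% = DMSO-only wells as the low control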
# hcDAF12 agonist – H. contortus DAF-12 activation, primary screen; activation, % at 6.8 µM; 370,000 tested, 1.4% active; HEK293 hcDAF-12 lit1-tk-luc reporter, luminescence; 0% DMSO, 100% Δ7-dafachronic acid; AID 652067;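 active = activation above the mean of all tested compounds plus 3 SD, cut at about 5.5% in these data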;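 also: 100% = response to 3 µM Δ7-dafachronic acid high control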
# An asterisk follows results filed as active; i = inactive; . = no result given.
structure	ssDAF12 agonist	HGIII-sPLA2 inh	DAX1 inh-1	FXN GAA850 act	PLCb3 inh	hgDAF12 agonist	DAX1 inh-2	ADAM10 inh	PLCg1 inh	ADAM17 inh	hcDAF12 agonist
O=C(CSc1ccc2c(c1)OCCO2)NCc1ccccc1	-1.2	-2.4	0.0	-0.3	0.2	-0.4	-2.1	-4.3	0.4	1.1	0.8
Cc1cccc(N(C)Cc2nnc(-c3cccc(Br)c3)o2)c1	-1.1	-7.8	-0.5	0.7	-5.9	-1.1	-0.2	3.4	-1.3	0.2	-3.0
C#CCNC(=O)C1=C[C@H](C)C[C@H](OCc2ccc(CO)cc2)O1	-1.1	-0.5	0.2	1.0	3.2	0.7	-0.1	9.6	0.0	0.3	-0.8
CCN(CC)CCNc1cc(C)c(C#N)c2nc3ccccc3n12	-0.7	-4.3	0.9	2.8	i	1.8	0.8	i	i	i	1.8
O=C(c1cnccn1)N1CCN(S(=O)(=O)c2ccc3ccccc3c2)CC1	-1.6	-1.0	-0.6	0.8	2.1	-1.6	-0.5	5.8	2.3	-3.3	-2.2
CCCCN1CC(=O)N2[C@@H]3c4cc(OC)ccc4OC[C@@H]3[C@H](C(=O)OCC)[C@]2(C)C1=O	-1.3	-0.4	-0.8	-1.2	-6.2	0.6	1.1	-14.2	-4.5	-0.9	-0.2
CC(C)C[C@H](NC(=O)N1CCn2c1nc1ccccc12)C(=O)N[C@@H](Cc1ccccc1)C(=O)O	-0.7	-12.4	1.5	0.5	2.9	-0.4	2.0	-9.7	0.5	-2.8	0.4
COc1cccc(NCc2nnc(SCC(=O)N(C)C3CCS(=O)(=O)C3)n2C2CCCCC2)c1 (configuration not stated)	-1.1	-6.0	1.6	1.6	1.1	-1.3	1.3	5.5	3.1	0.0	-1.1
CC(=O)c1c(C)[nH]c(C(=O)NCCc2cccc(C)c2)c1C	-0.8	12.7	1.2	2.5	3.5	1.6	-0.3	2.6	3.2	5.2	-1.2
COc1ccccc1CNC(=O)CN1C(=O)N(C)C2(CCCCC2)C1=O	-0.9	1.8	-0.6	-2.3	-9.7	1.0	0.7	-8.9	0.5	-0.7	0.0

structure	ssDAF12 agonist	HGIII-sPLA2 inh	DAX1 inh-1	FXN GAA850 act	PLCb3 inh	hgDAF12 agonist	DAX1 inh-2	ADAM10 inh	PLCg1 inh	ADAM17 inh	hcDAF12 agonist
COc1ccc(C2C3=C(CCCC3=O)N(CC(=O)O)C3=C2C(=O)CCC3)cc1Cl	-0.8	0.2	-0.2	1.1	i	-3.3	0.7	i	i	i	1.8
Cn1nc(C(=O)NCc2ccccc2Cl)c2c1-c1ccccc1S(=O)(=O)C2	-1.2	0.4	-0.3	-0.7	-3.8	0.2	0.1	5.9	4.3	-0.1	-1.9
Cc1nc2c(ncn2-c2ccccc2)c(=O)n1NC(=O)CN1CCN(C)CC1	0.5	-0.6	0.2	0.5	-6.0	0.6	3.6	0.8	3.7	-1.3	1.6
O=C(O)CCCCCN1C(=O)/C(=C/c2cn(-c3ccccc3)nc2-c2cccs2)SC1=S	-0.8	-3.0	0.6	-1.4	-2.0	-2.2	2.4	8.2	-0.2	2.9	-2.2
COc1ccc(C(=O)Nc2ccc(C3CC3(Cl)Cl)cc2)cc1 (configuration not stated)	-1.6	-2.3	1.2	2.1	-2.4	5.9	-0.7	-1.7	-0.5	-3.3	-1.5
CCOC(=O)/C(C#N)=C/c1c(N2CCN(CC)CC2)nc2c(C)cccn2c1=O	-0.6	-5.5	-0.7	1.4	-24.5	1.9	-1.2	0.9	-15.8	-3.1	3.0
COc1cccc2c(=O)cc(C)n(CC(=O)Nc3ccc(Br)cc3)c12	-1.4	2.8	-0.2	-0.9	-8.2	-0.4	-1.1	0.1	3.6	-1.0	-0.4
O=C1c2ccccc2CCc2ccc(Br)cc21	-1.3	2.4	0.4	-1.0	-1.4	-0.4	0.7	5.4	-0.5	0.3	0.7
O=C(CC(Sc1ccccc1)c1cccs1)c1ccco1 (configuration not stated)	-1.3	3.5	-0.5	1.6	-3.0	1.2	-0.8	-30.4	-3.0	-11.6	-0.1
CCCCCC(=O)N1C[C@@H](O)[C@H](n2cc(C3CC3)nn2)C[C@@H]1c1ccc(Cl)cc1	-0.8	1.0	0.1	-2.2	4.0	-1.4	4.6*	-7.5	-1.3	-4.7	0.4

# Part of the list above, limited to hgDAF12 agonist and DAX1 inh-1.
molecule	hgDAF12 agonist	DAX1 inh-1
CCOC(=O)/C(C#N)=C/c1c(N2CCN(CC)CC2)nc2c(C)cccn2c1=O	1.9	-0.7
COc1cccc2c(=O)cc(C)n(CC(=O)Nc3ccc(Br)cc3)c12	-0.4	-0.2
O=C1c2ccccc2CCc2ccc(Br)cc21	-0.4	0.4

# Part of the list above, with each value named:
smiles: CCOC(=O)/C(C#N)=C/c1c(N2CCN(CC)CC2)nc2c(C)cccn2c1=O
  ssDAF12 agonist: -0.6; HGIII-sPLA2 inh: -5.5; DAX1 inh-1: -0.7; FXN GAA850 act: 1.4; PLCb3 inh: -24.5; hgDAF12 agonist: 1.9; DAX1 inh-2: -1.2; ADAM10 inh: 0.9; PLCg1 inh: -15.8; ADAM17 inh: -3.1; hcDAF12 agonist: 3.0
smiles: COc1ccc(C2C3=C(CCCC3=O)N(CC(=O)O)C3=C2C(=O)CCC3)cc1Cl
  ssDAF12 agonist: -0.8; HGIII-sPLA2 inh: 0.2; DAX1 inh-1: -0.2; FXN GAA850 act: 1.1; PLCb3 inh: i; hgDAF12 agonist: -3.3; DAX1 inh-2: 0.7; ADAM10 inh: i; PLCg1 inh: i; ADAM17 inh: i; hcDAF12 agonist: 1.8

# (list continues)
structure	ssDAF12 agonist	HGIII-sPLA2 inh	DAX1 inh-1	FXN GAA850 act	PLCb3 inh	hgDAF12 agonist	DAX1 inh-2	ADAM10 inh	PLCg1 inh	ADAM17 inh	hcDAF12 agonist
CCc1cc2c(=O)c(-c3cnn(-c4ccccc4)c3)c(C)oc2cc1OCC(=O)Nc1cccc(C)c1	-1.1	-1.7	-0.5	1.4	1.6	-1.7	0.7	-7.8	-0.2	-2.4	-0.5
O=S1(=O)N[C@@H](Cc2ccccc2)COc2cc(Br)ccc21	0.4	0.6	0.7	0.3	2.4	4.6	-0.3	-1.4	-3.2	-2.5	-2.0
O=C(c1ccco1)N1CCN(C(=O)c2cc(-c3ccncc3)nc3ccc(Br)cc23)CC1	-1.6	-2.5	-1.5	-1.7	-0.9	-0.3	-1.5	6.8	-4.5	5.6	-1.0
CCN1CCN(c2ccc(NC(=O)c3ccc([N+](=O)[O-])o3)cc2Cl)CC1	-2.0	-4.8	-5.6	4.4	-3.5	-5.5	-2.5	-3.0	-0.6	-3.2	1.1
COc1ccc(N/C(N)=N/c2nc(CSc3ccc(Cl)cc3)cc(=O)[nH]2)cc1	-0.9	-1.9	1.0	-0.5	6.6	-0.3	-0.3	8.0	7.2	7.8	-1.1
CCOC(=O)Cn1nc(-c2ccccc2)c2cnc3ccc(C)cc3c21	0.6	-0.7	0.2	-2.3	-9.0	1.3	1.0	-23.4	-9.1	-2.2	6.3*
NC(=O)CC(NC(=O)c1ccc(Br)cc1)c1ccc(N2CCN(c3ccccc3)CC2)c([N+](=O)[O-])c1 (configuration not stated)	-0.8	-4.3	-0.6	-0.4	1.4	1.9	-0.6	4.8	2.9	-2.3	2.6
CC(C)Cc1ccc(-c2cc3nc(NCc4cccc(Cl)c4)ccn3n2)cc1	-0.6	-1.0	2.7	3.1	-8.0	8.7	.	-15.0	-7.0	-2.5	3.0
Cc1ccccc1C(OCC(O)CN1CCN(CCO)CC1)c1ccccc1 (configuration not stated)	-1.2	-1.4	-0.2	2.8	4.7	-0.8	0.9	0.0	3.0	-2.5	1.9
Cc1cccc(-c2cnc(C(O)c3cc(C)cc(C)c3)[nH]2)c1 (configuration not stated)	-1.4	-11.4	0.1	-1.5	-0.9	-1.7	.	-1.8	0.9	-1.4	-0.4

structure	ssDAF12 agonist	HGIII-sPLA2 inh	DAX1 inh-1	FXN GAA850 act	PLCb3 inh	hgDAF12 agonist	DAX1 inh-2	ADAM10 inh	PLCg1 inh	ADAM17 inh	hcDAF12 agonist
COCCN(C(=O)CSc1nc2ccccc2c(=O)n1C(C)COC)c1c(N)n(Cc2ccccc2)c(=O)[nH]c1=O (configuration not stated)	-1.0	1.4	0.2	0.6	0.1	-2.5	-0.1	-9.0	1.4	-5.5	-0.5
Cc1cc(C)n(CC(=O)NNC(=O)c2cncc(Br)c2)n1	-1.4	-0.5	-0.2	-1.0	6.9	3.2	-0.1	4.2	6.3	2.6	-0.9
CCCn1c(=O)c(C(=O)Nc2ncccc2C)c(O)c2ccccc21	-1.1	4.7	-0.5	1.6	-8.3	0.2	0.1	4.8	-9.4	-5.5	-0.2
O=C(Nc1ccc(Nc2ccccc2)cc1)c1ccc(Cl)c([N+](=O)[O-])c1	-1.4	0.1	-0.1	1.1	-4.4	2.4	-0.2	16.7	3.2	8.6*	-1.5
O=C(NC12CC3CC(CC(C3)C1)C2)N1CCCC(CO)C1 (configuration not stated)	-1.0	10.2	-0.3	3.4	1.0	-1.4	0.5	-7.8	11.5*	-6.1	-1.6
CN(C(=O)c1cccc(NC(=O)Cc2ccc(NC(=O)C3CCN(C(=O)CCc4ccccc4)CC3)cc2)c1)C1CC1	-1.4	-13.7	-1.0	0.2	0.8	1.3	-1.3	2.5	-3.0	3.9	0.0

# Bioassay records: PubChem, The Scripps Research Institute Molecular Screening Center
